Screening results deposited in PubChem BioAssay by National Center for Advancing Translational Sciences (NCATS).
HepG2 viability = HepG2 cytotoxicity, counter-screen for TGF-b inhibitors; HepG2 CAGA-GFP viability, ATP luminescence, 18 h; Potency, µM (titrated, usually from 46.1 µM), inactives show top-dose activity change, negative = cytotoxicity, usual class: cytotoxic; 410,000 compounds, 0.76% hits; AID 588856; note: potency is the fitted concentration of half-maximal effect; some results filed as inactive show a strong effect at the top dose
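HepG2 CAGA-GFP cells (1000/well, DMEM with 1% FBS) received compound, then TGF-beta at 500 pg/mL final, and were incubated 18 hours at 37 degrees C. Viability was read by CellTiter-Glo luminescence. Media-only wells were set as complete cell-killing and DMSO as no toxicity.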
Nrf2 block = inhibitors of Nrf2 signaling. A549 ARE-Fluc reporter, luciferase luminescence, 18-24 h. Potency, µM (doses to about 46 µM), without a hit: at the top dose activity change, negative = inhibition, hits mostly inhibitors. 360,000 compounds, 2.1% hits; note: potency is the fitted concentration of half-maximal effect; % is set by controls: 0 for no effect and ±100 for the full control effect; nearly all actives have a fitted effect of over 60% in size
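A549 ARE_Fluc cells (5000/well, 5% FBS OPTI-MEM) pre-incubated 2 h, then treated with compounds 18-24 h at 37C/5% CO2 in concentration-response. CellTiter-Fluor viability read first; BugLite luciferase luminescence after 15 min at room temperature gives Nrf2 activity.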
TGFb inhibitor = inhibitors of TGF-b signaling. HepG2 CAGA-GFP TGF-b/SMAD3 reporter, GFP fluorescence, 18 h; TGF-beta stimulated, 500 pg/mL final. Potency, µM (titrated, usually from 46.1 µM), without a hit: top-dose activity, negative = inhibition, most hits filed as inhibitors. 410,000 compounds, 1.2% hits; note: potency is the fitted concentration of half-maximal effect; % is set by controls: 0 for no effect and ±100 for the full control effect; nearly all actives have a fitted effect of over 65% in size
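Smad-responsive CAGA-GFP expression was quantified in HEPG2 cells exposed to compounds and 500 pg/mL final TGF-beta for 18 h at 37 degrees C; unstimulated wells defined full inhibition.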
A549 viability = counter-screen for Nrf2 inhibitors: cytotoxicity in A549 cells | A549 ARE-Fluc cells, CellTiter-Fluor viability, 18-24 h | Potency, µM (top dose mostly 46 µM), inactives show top-dose activity change, negative = cytotoxicity, hits mostly inhibitors | 390,000 compounds, 0.16% hits; note: potency is the fitted concentration of half-maximal effect; % is set by controls: 0 for no effect and ±100 for the full control effect
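Cytotoxicity counterscreen: CellTiter-Fluor fluorescence was measured in A549 ARE_Fluc cells after 18-24 h of compound exposure in a concentration series. The subsequent BugLite luminescent read reports ARE-luciferase activity.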
EPAC2 agonist = activates human EPAC2 exchange factor | AID 720711 | 360,000 compounds, 0.079% hits | Q8WZA2 | Potency, µM (top dose mostly 154 µM), without a hit: top-dose activation, usual class: activators | EPAC2 activation, biochemical qHTS; response scale: 100% = 6.5 mM cAMP response; note: potency is the fitted concentration of half-maximal effect; nearly all actives have a fitted effect of over 50% in size
Target sequence (Q8WZA2 whole entry, looked up): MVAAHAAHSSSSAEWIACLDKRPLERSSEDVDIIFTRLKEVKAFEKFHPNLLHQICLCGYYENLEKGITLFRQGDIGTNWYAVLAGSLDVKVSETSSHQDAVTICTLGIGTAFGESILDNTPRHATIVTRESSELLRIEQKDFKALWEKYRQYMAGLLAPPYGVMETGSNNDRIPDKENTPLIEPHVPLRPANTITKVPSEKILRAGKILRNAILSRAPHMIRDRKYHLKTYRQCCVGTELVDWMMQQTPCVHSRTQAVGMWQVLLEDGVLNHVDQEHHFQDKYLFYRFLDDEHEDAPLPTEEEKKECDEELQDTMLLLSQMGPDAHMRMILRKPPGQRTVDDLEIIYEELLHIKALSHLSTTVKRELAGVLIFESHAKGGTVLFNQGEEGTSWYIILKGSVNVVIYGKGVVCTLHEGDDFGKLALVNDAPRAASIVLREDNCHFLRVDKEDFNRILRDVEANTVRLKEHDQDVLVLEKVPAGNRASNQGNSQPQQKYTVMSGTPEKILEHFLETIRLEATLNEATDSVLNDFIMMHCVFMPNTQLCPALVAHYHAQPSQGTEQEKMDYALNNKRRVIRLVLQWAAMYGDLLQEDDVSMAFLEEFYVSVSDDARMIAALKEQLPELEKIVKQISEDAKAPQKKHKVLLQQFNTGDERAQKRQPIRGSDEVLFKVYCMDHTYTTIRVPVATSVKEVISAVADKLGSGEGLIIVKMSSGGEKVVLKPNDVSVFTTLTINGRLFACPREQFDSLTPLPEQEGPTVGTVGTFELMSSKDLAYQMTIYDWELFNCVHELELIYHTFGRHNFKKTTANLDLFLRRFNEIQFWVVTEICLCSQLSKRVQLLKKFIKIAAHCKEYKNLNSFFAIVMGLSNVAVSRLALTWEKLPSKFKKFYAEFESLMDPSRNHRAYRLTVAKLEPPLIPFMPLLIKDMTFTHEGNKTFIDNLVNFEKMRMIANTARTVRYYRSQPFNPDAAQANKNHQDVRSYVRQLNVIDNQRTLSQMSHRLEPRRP
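EPAC2 (100 nM) mixed with Rap1B loaded with BODIPY-GDP (250 nM) plus 50 uM unlabeled GDP; compounds pinned in, 5 min RT, then read every 5 min for 30 min (ex 480, em 540 nm). Normalized to cAMP control.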
Nrf2 activator = activates Nrf2 signaling. Potency, µM (highest dose often 46.1 µM), without a hit: at the top dose activation, hits mostly activators. 410,000 compounds, 0.31% hits. AID 624171. AREc32 ARE-luciferase reporter (MCF7-derived line), luminescence, 24 h; note: potency is the fitted concentration of half-maximal effect; % of control where 0% means no effect; nearly all actives have a fitted effect of over 65% in size
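Steps: seed AREc32_Fluc cells (1000/well, 5% FBS OPTI-MEM); incubate overnight at 37 deg C; add 23 nL compound; incubate 24 hr; add Steady-Glo; hold 30 min RT; read luminescence.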
IL-2 act = activates IL-2 in a cell-based reporter assay | activation, % (series mostly up to about 46 µM) | 360,000 compounds, 0.065% hits | AID 652025 | IL-2 activation reporter assay, cell-based qHTS; stimulated with anti-CD3/CD4/CD28 beads; in transgenic mouse T cells; in the data active = activation above about 50%; inconclusive = mostly about 30% to 49%; note: 0% is about no effect
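Using fluorescent plate cytometry, EGFP and DsRed are detected in transgenic mouse T cells stimulated 18 h at 37 degrees C with antibody-coated beads after 60 min compound pretreatment.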
S2 tox = viability counter-screen for ATXN expression inhibitors | Potency, µM (highest dose often 56.7 µM), hits mostly cytotoxic | 400,000 compounds, 0.49% hits | S2 cells (HEK-293 line with an ATXN2-luciferase reporter) viability, CellTiter-Fluor protease fluorescence, 24 h; note: potency is the fitted concentration of half-maximal effect; nearly all actives have a fitted effect of over 40% in size
ATXN2 expr inh = ATXN2 expression inhibition. HEK-293 ATXN2-luciferase reporter, luminescence, 24 h. 360,000 compounds, 0.72% hits. AID 1745845. Potency, µM (top dose mostly 57 µM), inactives show top-dose activity change, negative = inhibition, most hits filed as inhibitors; note: potency is the fitted concentration of half-maximal effect; % is set by controls: 0 for no effect and ±100 for the full control effect; nearly all actives have a fitted effect of over 55% in size
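ATXN2-luciferase reporter cells (luciferase flanked by upstream and downstream ATXN2 gene portions) were treated 24 h at 37 °C with compounds at up to 57 uM. SteadyGlo luminescence gave expression; GF-AFC fluorescence gave viability.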
Numbers without * were called inactive; i = inactive; ? = inconclusive; / = no result given; [ ] = another dose, or the depositor's remark. Unless noted, calls come from the whole dose curve; as a rule, active = well fitted curve in the direction sought with a large enough effect; inconclusive = small, poorly fitted or top-dose-only effect, or another doubt; inactive = no such curve, though single readings can be large; an effect the other way counts as inactive or inconclusive.

SMILES | HepG2 viability | Nrf2 block | TGFb inhibitor | A549 viability | EPAC2 agonist | Nrf2 activator | IL-2 act | S2 tox | ATXN2 expr inh
NC(=O)c1nn(-c2ccccc2)nc1NC(=O)CSc1nnnn1-c1ccc(Cl)cc1 | -16% | 2% | 3% | 4% | 5% | -0.6% | -4.8 | i | -11%
CCc1noc(C)c1C(=O)NC1CCCc2c1cnn2-c1cc(C)cc(C)c1 (stereo not drawn) | 8% | 5% | 21% | 0% | 4% | -1.1% | -1.3 | i | 1%
Cc1occc1C(=O)Nc1c(Cl)cccc1Cl | 5% | 10% | 14% | -6% | 10% | -0.4% | -2.0 | i | -10%
CCOC(=O)c1ccc(NC(=S)N2CCCC2c2ccc(OC)c(OC)c2)cc1 (stereo not drawn) | 0% | -21% | -9% | -14% | 5% | -0.3% | -0.4 | ? | 5%
CC(C)c1cccc(C(C)C)c1NC(=O)OC1CCCCC1 | 10% | / | 6% | / | -7% | -0.3% | -0.6 | i | 20%
CC(C)(C)c1ccccc1OCCOCCSc1ncccn1 | -32% | -1% | -1% | 1% | 18% | 1.8% | -0.7 | i | -1%
Nc1nonc1-c1noc(-c2ccc(Br)o2)n1 | 17% | 9% | 2% | -3% | -2% | 4.0% | -1.9 | i | 6%
Cc1ccccc1-c1noc(-c2cccnc2N2CCN(c3ccccc3)CC2)n1 | 6% | 14% | -1% | 1% | / | -0.3% | / | i | 2%
CCOc1ccc(OCC)c(NC(=O)c2cc(CN3CCOCC3)on2)c1 | 3% | -7% | -29% | 2% | / | 0.8% | / | i | 4%
COc1cccc(CNC(=O)CSc2n[nH]c(-c3ccccc3Cl)n2)c1 | -4% | / | 25% | 9% | / | -0.1% | / | / | /
CC[N+]1(CC)CC2=Cc3c(ccc4ccccc34)CC2C1 (stereo not drawn) | 2% | ? | 22% | -11% | -3% | 2.4% | -0.4 | i | 2%
O=C(/C=C/c1cccc([N+](=O)[O-])c1)NC1CC2CCC1C2 (stereo not drawn) | -4% | 1% | -29% | 11% | 8% | 3.8% | -0.8 | i | 24%
COc1cc(CNCc2ccccn2)ccc1OCC(=O)NC(C)(C)C | -13% | 1% | -21% | -1% | 7% | -0.1% | -3.4 | ? | -6%
CCC(C)NC(=O)c1ccc(C)c(NC(=O)C2=C(C)OCCS2)c1 (stereo not drawn) | 9% | 3% | -3% | 1% | 5% | -1.0% | -3.1 | i | -3%
O=C(NCc1ccc2c3c(cccc13)C(=O)N2)c1cccs1 | -18% | -29% | 0% | 1% | 9% | 11% | 0.9 | i | -15%
Cc1cc(C(F)(F)F)nc(SCC(=O)NC2=NC(=O)C(C)S2)n1 (stereo not drawn) | 16% | -4% | 0% | 2% | -7% | -0.2% | -0.4 | i | 9%
CCOC(=O)c1c(C)[nH]c(C)c1S(=O)(=O)N1CCCC(C(=O)Nc2cccc(C)n2)C1 (stereo not drawn) | -8% | ? | -20% | 20% | / | 1.8% | / | i | 15%
Cc1nc2ccccc2c2c1CC(C)S2 (stereo not drawn) | 1% | 5% | 1% | 1% | 5% | -0.6% | 1.3 | i | -23%
O=C(CSc1ccccc1C(=O)O)c1ccc(Cl)cc1 | -30% | 23% | 2% | -1% | 9% | 2.0% | -0.4 | i | -12%
CCOc1ccc(NC(=O)C2CCC(CNS(=O)(=O)c3ccc4c(c3)CCCC(=O)N4)CC2)cc1 (stereo not drawn) | 0% | -20% | 3% | 13% | / | 0.0% | / | ? | -3%
CCOC(=O)C1=C(C)OC(N)=C(C#N)C1c1cc(F)ccc1F (stereo not drawn) | -22% | 9% | ? | -5% | 3% | ? | 2.0 | ? | -11%
CSCCC(NC(=O)COc1ccccc1)C(=O)NCC(C)(C)N1CCOCC1 (stereo not drawn) | -8% | / | -19% | / | 2% | -1.4% | 0.0 | ? | /
CCCCNC(=O)C(NC(=O)c1cccc2ccccc12)C(=O)c1ccccc1 (stereo not drawn) | -52% | / | -17% | / | 2% | -0.2% | -0.8 | ? | ?
COc1ccc(CN2CCN(c3ccccn3)CC2)cc1OCc1ccccc1 | -58% | ? | 3% | -17% | 13% | -0.1% | -1.8 | i | -22%
CCCCn1c(/C=N/Nc2nc3ccccc3[nH]2)nc2ccccc21 | -42% | ? | 11µM* | ? | -3% | 0.4% | -1.7 | ? | ?
CCN(CC)c1ccc(C2Nc3cccc4cccc(c34)N2)cc1 | -13% | 1% | 3% | -18% | 1% | 12% | -3.3 | ? | 18%
COc1ccc(Oc2nc(-c3ccncc3)nc3ccccc23)cc1 | -1% | -18% | 0% | 1% | 11% | 0.8% | -1.0 | i | -3%
NS(=O)(=O)c1ccc(CCNC(=O)Nc2ccc(Cl)c(Cl)c2)cc1 | -16% | 21µM* | -29% | -27% | 16% | -0.2% | -2.1 | i | ?
Cc1ccc(N2CCN(S(=O)(=O)c3c(C)[nH]c(=O)[nH]c3=O)CC2C)cc1 (stereo not drawn) | -1% | / | 0% | 12% | / | 0.5% | / | i | 3%
CCOC(=O)c1nn(C)c2[nH]c(=O)n(C)c(=O)c12 | 16% | 21% | 4% | 3% | 4% | -0.3% | 0.8 | i | -11%
Cc1nn(Cc2c(F)cccc2Cl)c(C)c1[N+](=O)[O-] | 13% | 16% | 27% | 12% | 7% | -0.4% | 0.7 | i | -13%[11.3 µM]
Cc1ccccc1OCCCSc1nc2ccccc2[nH]1 | -16% | ? | ? | ? | 14% | 7.9% | -1.0 | ? | -3%
COCC(C)NC(=O)COc1nncc2ccccc12 (stereo not drawn) | -15% | -14% | 7% | -2% | -3% | 0.0% | -0.5 | i | -14%
CC1CCc2c(sc(Nc3nc4c(F)cccc4s3)c2C(N)=O)C1 (stereo not drawn) | -17% | 1% | ? | 2% | -20% | 27% | 6.8 | i | 1%
CC(C)(C)n1nnnc1C(c1cccs1)N1CCN(Cc2ccccc2)CC1 (stereo not drawn) | -5% | 16% | 24% | 3% | 11% | -0.7% | -0.8 | i | -19%
Cn1cc([N+](=O)[O-])c(C(=O)Nc2ccc(Br)cn2)n1 | -32% | / | ? | -1% | 1% | ? | -1.3 | i | 19%
COc1ccc(CN2CCN(S(=O)(=O)c3ccc(C)cc3)CC2)cc1Br | 11% | ? | ? | 15% | 10% | -0.1% | -2.7 | i | -16%
CC(C)c1onc(C(=O)N2C(C)CCCC2C)c1[N+](=O)[O-] (stereo not drawn) | 0% | -7% | -5% | -1% | 8% | 2.3% | -4.0 | i | 28%
O=C(COC(=O)/C=C/c1cccs1)NC1CCCCC1 | -22% | 5% | 4% | 0% | 8% | 5.7% | -2.5 | i | -3%
CC(c1ccco1)N(C(=O)c1ccccc1NS(=O)(=O)c1ccc(Cl)c([N+](=O)[O-])c1)c1ccccn1 (stereo not drawn) | -54% | 12% | -11% | -16% | 2% | ? | -0.4 | i | -16%
CCC(NC(=O)c1cc(COc2cc(C)c(Cl)c(C)c2)on1)c1ccncc1 (stereo not drawn) | -37% | 8% | ? | -2% | 13% | 6.6% | -0.8 | i | /
O=C(Nc1ccc(S(=O)(=O)N2CCCC2)cc1)C1CC(=O)N(c2ccc(F)cc2)C1 (stereo not drawn) | -3% | -21% | 19% | -6% | 1% | -0.1% | 1.4 | i | 2%
O=C(Nc1nnc(-c2ccc(Cl)cc2)o1)NC1CCCCC1 | -10% | / | -3% | 6% | 10% | 1.8% | -0.4 | i | -9%
O=[N+]([O-])c1ccccc1-c1ccc(C(=S)N2CCCCC2)o1 | 22% | ? | ? | 3% | 14% | 26% | 0.3 | i | 15%
Cc1ccc(NC(=O)CSCC(=O)NCc2cccc(C(F)(F)F)c2)cc1 | -14% | -2% | -22% | -7% | -1% | -0.8% | -0.4 | i | -10%

Laid out differently: four of the compounds above
SMILES	HepG2 viability	Nrf2 block	TGFb inhibitor	A549 viability	EPAC2 agonist	Nrf2 activator	IL-2 act	S2 tox	ATXN2 expr inh
CCCCn1c(/C=N/Nc2nc3ccccc3[nH]2)nc2ccccc21	-42%	?	11µM*	?	-3%	0.4%	-1.7	?	?
CCN(CC)c1ccc(C2Nc3cccc4cccc(c34)N2)cc1	-13%	1%	3%	-18%	1%	12%	-3.3	?	18%
COc1ccc(Oc2nc(-c3ccncc3)nc3ccccc23)cc1	-1%	-18%	0%	1%	11%	0.8%	-1.0	i	-3%
NS(=O)(=O)c1ccc(CCNC(=O)Nc2ccc(Cl)c(Cl)c2)cc1	-16%	21µM*	-29%	-27%	16%	-0.2%	-2.1	i	?

Remaining list, next part.
SMILES | HepG2 viability | Nrf2 block | TGFb inhibitor | A549 viability | EPAC2 agonist | Nrf2 activator | IL-2 act | S2 tox | ATXN2 expr inh
CC1CCN(C(=O)CN2C(=O)c3cccc4cccc(c34)C2=O)CC1 | -30% | 2% | ? | -2% | 2% | 11µM* | 2.2 | i | -4%
Cc1nc2ccccc2c(=O)n1NC(=O)c1ccco1 | 2% | -4% | 2% | -8% | -4% | 0.3% | -0.5 | i | -6%
CCN1CCN(CCCNC(=O)c2cc3c(=O)n(CC)c4ccccc4c3s2)CC1 | -44% | -4% | ? | -3% | / | 14% | / | ? | -38%
CC1CC(C)CN(C(=O)c2ccc(CNc3c(N4CCCC4)c(=O)c3=O)cc2)C1 (stereo not drawn) | -2% | -9% | 5% | 1% | 5% | -0.1% | -3.6 | i | -5%
COc1ncnc2c1oc1nc(C(C)C)c3c(c12)CC(C)(C)OC3 | 4% | 20% | -7% | -2% | -4% | -0.6% | 0.3 | i | -9%
CC(=O)Nc1c(C)ccc(S(N)(=O)=O)c1C | -1% | ? | 0% | 2% | 3% | 0.4% | -3.5 | i | 1%
